procasp7 counter – counter-screen for procaspase-3 activators: activators of human procaspase-7; P55210; recombinant procaspase-7, Ac-DEVD-pNA absorbance 405 nm; D23A/D198A/D206A triple mutant, cannot self-cleave; scale: DMSO 0, 5 µM enzyme 100; activation, % at 8.5 µM; actives 0.093% (n = 330,000); AID 463210;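 active = percent activation above the screen-wide mean plus 3 SD, cut at about 25% in these data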
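Replicates: singlicate. Assay system: Procaspase-7 triple mutant (PC-7 D3A). Signal: 405 nm absorbance of p-nitroaniline. Times: 1 h preincubation, 2 h reaction. Buffer or medium: Zinc-free HEPES pH 7.4 with 300 mM NaCl, 0.01% Triton X-100. Also added: DEVD-pNA substrate. Benchmarks: DMSO wells as 0%, DMSO with 5 µM added PC-7 as 100%.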
PP5 primary – blocks human protein phosphatase 5 activity | P53041 | purified PP5c, OMFP substrate fluorescence | inhibition, % at 6.7 µM | actives 0.18% (n = 320,000);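 active = inhibition above the campaign's mean inhibition across all tested compounds plus 3 SD, cut at about 9.5% in these data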;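 note: 0% = DMSO only and 100% = 100 µM cantharidin control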
JMJD2C inh – inhibitors of human GASC-1 (JMJD2C) demethylase; Q9H3R0; GST-JMJD2C(1-420) H3K9me3 demethylation, DELFIA europium; inhibition, % at 2.35 µM; actives 0.069% (n = 330,000); AID 2099;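 active = more than half of a compound's replicate wells show inhibition beyond 50%, single wells judged on their own value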;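 note: signal counts dimethyl H3K9 product captured on neutravidin plate; 0% = median of DMSO wells and 100% = 0.3 times that DMSO median; strong numbers were not always called active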
Target sequence (Q9H3R0 1-420 limits assumed): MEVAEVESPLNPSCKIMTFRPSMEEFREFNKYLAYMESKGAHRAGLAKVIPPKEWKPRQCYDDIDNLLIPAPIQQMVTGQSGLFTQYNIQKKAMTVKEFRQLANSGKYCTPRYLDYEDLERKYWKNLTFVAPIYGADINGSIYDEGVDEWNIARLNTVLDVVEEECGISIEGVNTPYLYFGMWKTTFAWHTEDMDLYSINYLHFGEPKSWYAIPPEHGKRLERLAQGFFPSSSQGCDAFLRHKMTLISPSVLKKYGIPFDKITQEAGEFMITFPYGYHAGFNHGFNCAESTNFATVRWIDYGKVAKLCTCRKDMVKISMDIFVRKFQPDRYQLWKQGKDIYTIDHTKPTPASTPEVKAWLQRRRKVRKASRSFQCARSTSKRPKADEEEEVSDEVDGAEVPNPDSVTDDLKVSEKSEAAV
VLA-4 inh – inhibition in a human VLA-4 binding assay | VLA-4 expressing cells, ligand binding flow cytometry | actives 0.2% (n = 330,000) | inhibition, % (about 7 µM as worked out from the volumes in the protocol); in the data active = inhibition above about 50%
PP1 inh – counter-screen for PP5 inhibitors: inhibitors of human PP1-alpha; P62136; purified PP1alpha, OMFP fluorescence; inhibition, % at 6.7 µM; actives 0.9% (n = 320,000);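 active = inhibition above the mean inhibition of all tested compounds plus 3 SD, computed separately for each screening campaign, cut at about 15% in these data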
Target sequence (P62136 whole entry, looked up): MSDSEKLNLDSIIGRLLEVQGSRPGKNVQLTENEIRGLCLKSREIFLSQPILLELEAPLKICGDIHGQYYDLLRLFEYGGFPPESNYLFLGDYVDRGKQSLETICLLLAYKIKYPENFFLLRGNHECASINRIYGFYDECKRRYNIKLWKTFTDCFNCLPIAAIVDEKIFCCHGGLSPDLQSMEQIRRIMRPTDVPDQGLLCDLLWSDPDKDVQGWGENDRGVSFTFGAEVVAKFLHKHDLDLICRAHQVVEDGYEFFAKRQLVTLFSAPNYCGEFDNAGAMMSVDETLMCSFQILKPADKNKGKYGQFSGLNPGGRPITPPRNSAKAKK
CTSL1 counter – counter-screen for PFM18AAP inhibitors: inhibitors of F. hepatica cathepsin L1; recombinant F. hepatica cathepsin L1, Z-Leu-Arg-MCA fluorescence; AID 1906; inhibition, % at 5.96 µM; actives 0.49% (n = 300,000);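 active = inhibition above the mean of all tested compounds plus 3 SD, set per screening campaign, cut at about 17% in these data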;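 note: 0% = plate median of test compound wells and 100% = 1 µM Z-Phe-Ala-diazomethylketone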
HCV core dimer – blocks dimerization of HCV core protein; actives 0.33% (n = 300,000); AID 1899; TR-FRET GST/Flag-core106 dimerization, 1536-well; inhibition, % at 5 µM;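 active = inhibition above the mean of all tested compounds plus 3 SD, set per screening campaign, cut at about 45% in these data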
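test system = GST/Flag-tagged HCV core106 proteins | probe or stimulus = Eu donor and XL665 acceptor anti-tag antibodies | times = compound-protein-antibody incubation 4 h at 22.5 °C | signal = TR-FRET, excitation 340 nm, emission 617 and 671 nm | measure = percent inhibition of core106 dimerization signal | controls = wells lacking GST-core106 and wells with excess unlabelled core106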
GRK2 aptamer HTS – inhibitors of human GRK2 displacing RNA aptamer; P25098; bead flow cytometry, FAM-aptamer displacement from GRK2; inhibition of aptamer binding, % at 10 µM; actives 0.59% (n = 330,000); AID 488847;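 active = inhibition of aptamer binding above 40%, roughly 3 SD of noise, on plates passing a quality check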;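 note: median bead fluorescence of bound FAM aptamer so fluorescent compounds give negative values; no value below 0 was filed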
proCasp3 act – activators of human procaspase-3; P42574; recombinant procaspase-3 D3A, Ac-DEVD-pNA absorbance 405 nm; activation, % at 8.5 µM; actives 0.11% (n = 330,000); AID 463141;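 active = activation above the mean of all tested compounds plus 3 SD, cut at about 21% in these data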;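 note: 0% = DMSO alone and 100% = DMSO wells spiked with extra 5 µM PC-3 D3A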
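assay system = Procaspase-3 D3A mutant | signal = absorbance at 405 nm, 0 and 120 min | times = 1 h preincubation plus 2 h reaction at 25 °C | repeats = single replicate | read-out = % activation between DMSO and enzyme-spiked controls | medium = Zinc-free HEPES saline buffer with Triton X-100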
* = called active by the depositor; / = not tested or not shown; & = joins results of further samples. Compounds were not picked by outcome; any-hit rate near 2.6%.

item	mol	procasp7 counter	PP5 primary	JMJD2C inh	VLA-4 inh	PP1 inh
1	OC(CNCc1ccccc1)c1ccccc1 (stereo not given)	-2	-0.2	1	5	2
2	CC(C)CNC(=O)c1ccc(NC(=O)c2ccccc2[N+](=O)[O-])cc1	-9	-2.0	0	17	-4
3	CCO[C@H]1OC(C(=O)NCc2nc3ccccc3[nH]2)=C[C@@H](c2ccc(Br)cc2)[C@@H]1CCCO	4	7.3	-25	23	2
4	Cc1ccccc1C(=O)NC(CC(C)C)C(=O)Nc1cccc(S(=O)(=O)N(C)C)c1 (stereo not given)	10	1.5	9	-4	-3
5	COc1ccc(N2CCN(CCNC(=O)c3nnc(Cc4c(F)cccc4Cl)o3)CC2)cc1	-1	-0.6	1	0	-4
6	COc1ccccc1N(C)C(=O)c1cc(S(=O)(=O)N2CCCC2)cn1C	12	-0.8	-2	3	-1
7	CC1CN(C(=O)CCC(=O)NC(C)c2ccccc2)c2cc(Cl)ccc2O1 (stereo not given)	3	0.2	-2	-13	-3
8	CC(C)(CCC(=S)N1CCOCC1)C1CCCCC1	-19	5.5	2	1	-3

item	CTSL1 counter	HCV core dimer	GRK2 aptamer HTS	proCasp3 act
1	7	-2	0	2
2	1	-3	1	2
3	1	-2	0	1
4	12	0	4	1
5	-1	0	1	3
6	3	6	1	1
7	0	11	4	7
8	-3	-1	0	-5

Further results.
item	mol	procasp7 counter	PP5 primary	JMJD2C inh	VLA-4 inh	PP1 inh
9	Cc1ccsc1/C=N/NC(=S)NCCc1ccccc1	4	1.2	1	26	1
10	c1ccc2c(c1)nnn2CNc1nccs1	-4	3.4	8	3	3
11	NC(=O)CSc1ccc(S(=O)(=O)N2CCOCC2)cn1	-2	0.6	/	0	-5
12	Cc1[nH]c2ccc(OC(=O)N3CCOCC3)cc2c1C(=O)OC(C)C	2	5.7	3	8	-2
13	CC1(C)CC(=O)C2=C(C1)N=c1s/c(=C/c3ccc(F)c(F)c3)c(=O)n1C2c1ccc(F)cc1 (stereo not given)	-5	-0.8	0	-6	-5
14	Cc1nc(N2CCN(Cc3ccc(Cl)cc3)CC2)c2oc3ccccc3c2n1	7	-0.1	-2	-3	-2
15	CC(=O)C1=C(C)NC(SCC(=O)c2ccc(C)cc2)=C(C#N)C1c1ccco1 (stereo not given)	-20	-0.4	5	-25	0
16	N=C1S/C(=C\c2ccco2)C(=O)N1c1ccc2c(c1)OCO2	-12	1.1	-10	-7	13

item	CTSL1 counter	HCV core dimer	GRK2 aptamer HTS	proCasp3 act
9	8	3	0	2
10	0	4	30	-5
11	/	/	0	-16
12	-2	1	0	-2
13	-5	1	0	-11
14	2	4	/	-7
15	2	14	2	-7
16	4	25	4	-6

Carrying on.
item	mol	procasp7 counter	PP5 primary	JMJD2C inh	VLA-4 inh	PP1 inh
17	O=C1CCCCC1C(=O)c1cn(-c2ccc(Cl)c(Cl)c2)nn1 (stereo not given)	6	-2.2	1	5	-2
18	COc1ccc(C2Nc3ccccc3C(=O)N2c2ccccc2)cc1CN1CCOCC1 (stereo not given)	11	2.8	-6	-1	-2
19	O=C(NC1CCCC1)C(c1ccccn1)N(C(=O)c1csnn1)c1ccccc1F (stereo not given)	3	3.0	9	7	1
20	Cc1ccccc1S(=O)(=O)Nc1ncc(C(F)(F)F)cc1Cl	3	0.2	13	4	-3
21	O=C(Cc1ccc(Cl)cc1)Nc1ccc(CN2CCCCC2)cc1	-4	-1.5	7	16	-1
22	O=C(C1CCCN(S(=O)(=O)c2cccc3nsnc23)C1)N1CCCCCC1 (stereo not given)	-2	0.7	120	2	-4
23	O=C(NCc1ccco1)c1cccc(-c2nnc(-c3ccccc3)o2)c1	2	3.9	14	-1	2
24	CC1Cc2ccccc2N1CC(=O)NCc1ccc2c(c1)OCO2 (stereo not given)	-4	2.6	-13	-14	0

item	CTSL1 counter	HCV core dimer	GRK2 aptamer HTS	proCasp3 act
17	-6	0	1	8
18	-2	1	2	6
19	-3	5	0	4
20	1	3	4	3
21	-1	3	/	9
22	-10	1	0	1
23	5	1	0	6
24	-2	1	1	2

Other structures:
item	mol	procasp7 counter	PP5 primary	JMJD2C inh	VLA-4 inh	PP1 inh
25	CCOc1ccc(-n2c(=O)c3c4c(sc3n(CC(=O)NCc3ccco3)c2=O)CCC4)cc1	2	-4.2	9	-16	6
26	COc1ccc(CN(C)CC(=O)Nc2ccc(Cl)cc2F)c(OC)c1	1	6.0	5	-2	1
27	Nc1nnnn1NCc1cccc(OCc2ccccc2)c1	-5	3.5	-35	3	-2
28	COc1ccc(C(=O)CC(=O)C(=O)Nc2cc(OC)ccc2OC)cc1	5	1.7	5	3	1
29	CCOC(=O)C1CCN(c2ncnc3c2oc2ccccc23)CC1	-3	-1.4	4	-12	-1
30	COc1ccc(C(=O)C(C)[n+]2ccc(C)c3ccccc32)cc1[N+](=O)[O-] (stereo not given)	6	-1.4	12	-61	1
31	CN(c1ccc(C(=O)NCc2ccccn2)cc1)S(C)(=O)=O	1	1.4	-1	5	-1
32	COc1ccc(NS(=O)(=O)c2ccc(N3CCOCC3)c(NC(=O)c3ccccc3Br)c2)cc1	1	2.9	9	15	1

item	CTSL1 counter	HCV core dimer	GRK2 aptamer HTS	proCasp3 act
25	-4	0	0	8
26	0	7	0	1
27	-3	-3	2	2
28	-1	2	0	4
29	0	3	0	11
30	-3	2	0	2
31	-3	-1	0	6
32	-2	1	1	4

Sorted by SMILES length (lowest first): seven of the compounds above.
item	mol	procasp7 counter	PP5 primary	JMJD2C inh	VLA-4 inh	PP1 inh
27	Nc1nnnn1NCc1cccc(OCc2ccccc2)c1	-5	3.5	-35	3	-2
29	CCOC(=O)C1CCN(c2ncnc3c2oc2ccccc23)CC1	-3	-1.4	4	-12	-1
31	CN(c1ccc(C(=O)NCc2ccccn2)cc1)S(C)(=O)=O	1	1.4	-1	5	-1
26	COc1ccc(CN(C)CC(=O)Nc2ccc(Cl)cc2F)c(OC)c1	1	6.0	5	-2	1
23	O=C(NCc1ccco1)c1cccc(-c2nnc(-c3ccccc3)o2)c1	2	3.9	14	-1	2
25	CCOc1ccc(-n2c(=O)c3c4c(sc3n(CC(=O)NCc3ccco3)c2=O)CCC4)cc1	2	-4.2	9	-16	6
32	COc1ccc(NS(=O)(=O)c2ccc(N3CCOCC3)c(NC(=O)c3ccccc3Br)c2)cc1	1	2.9	9	15	1

item	CTSL1 counter	HCV core dimer	GRK2 aptamer HTS	proCasp3 act
27	-3	-3	2	2
29	0	3	0	11
31	-3	-1	0	6
26	0	7	0	1
23	5	1	0	6
25	-4	0	0	8
32	-2	1	1	4

Continued:
item	mol	procasp7 counter	PP5 primary	JMJD2C inh	VLA-4 inh	PP1 inh
33	CCCc1cc(=O)[nH]c(SCC(=O)Nc2ccc(C(=O)Nc3ccccc3OC)cc2)n1	5	/	0	2	/
34	COc1cc(C2NC(=O)NC(O)(C(F)(F)F)C2C(=O)c2ccc(Cl)cc2)ccc1O (stereo not given)	0	2.1	/	7	-4
35	Cc1ccc(SC2=C(C(=O)O)CCCC2)cc1	-4	3.3	-3	10	-1
36	CCNC(=S)Nc1ccc(NC(=O)c2ccccc2O)cc1	8	0.7	15	8	-5
37	Cc1ccccc1NS(=O)(=O)c1ccc(C(=O)NCC2CCCO2)cc1 (stereo not given)	18	1.1	-3	36	-2
38	Cc1cccnc1NC(=O)CCCN1C(=O)c2ccccc2C1=O	-4	-1.6	6	15	0
39	CC1Cc2cc(S(=O)(=O)N3CCC(C(N)=O)CC3)ccc2N1C(=O)C1CC1 (stereo not given)	-3	-4.2	1	3	3
40	Oc1ccc(NC(=S)N=Nc2c(O)[nH]c3ccccc23)cc1	-7	2.0	-6	7	-5

item	CTSL1 counter	HCV core dimer	GRK2 aptamer HTS	proCasp3 act
33	/	/	3	0
34	1	-4	0	-3
35	-1	-3	0	-8
36	1	-3	2	-9
37	-3	-2	0	6
38	-4	-4	0	-6
39	-1	-8	3	-2
40	1	-10	3	-2

(list continues)
item	mol	procasp7 counter	PP5 primary	JMJD2C inh	VLA-4 inh	PP1 inh
41	CCC(NS(=O)(=O)c1ccc(C)cc1)C(=O)N1CCOCCOCCOCC1 (stereo not given)	-2	1.2	26	5	13
42	COc1ccc(S(=O)(=O)Nc2cccc(Cl)c2)cc1OC	8	2.5	1	6	-2
43	Cc1cccc(N2C(=O)CC(Sc3nc(C)cc(C)n3)C2=O)c1 (stereo not given)	-8	4.0	-6	5	-7
44	Cn1nc(-c2ccc(N3CCOCC3)c(NS(=O)(=O)c3ccccc3)c2)c2ccccc2c1=O	3	2.3	4&0	0	-1
45	COc1ccc(N2CC(C(=O)Nc3nnc(SCC(=O)NCC4CCCO4)s3)CC2=O)cc1 (stereo not given)	-6	2.2	4	4	-1
46	CCOc1ccccc1NC(=O)c1cc(SC)ccc1Cl	8	-0.2	/	8	2
47	CCC1(c2cccc(Cl)c2)NC(=O)N(Cc2cc(C(=O)OC)c(C)o2)C1=O (stereo not given)	-2	0.9	-16	-2	5
48	O=C1Cn2c(nc3ccccc32)-c2ccccc2N1	-3	0.0	8	-1	1
49	Cc1ccc(/C=C/C(=O)OCn2nnc3ccccc3c2=O)o1	-25	-0.2	1	1	5

item	CTSL1 counter	HCV core dimer	GRK2 aptamer HTS	proCasp3 act
41	2	-12	0	17
42	-1	-2	1	-5
43	-1	2	1	-6
44	-2	1	1	8
45	14	-17	0	-5
46	5	5	3	1
47	0	14	2	6
48	-6	-7	1	1
49	-1	2	0	-18
